Assay outcomes: PubChem, National Center for Advancing Translational Sciences (NCATS)
PKM2 act: activators of human pyruvate kinase M2. Potency, µM (highest dose often 57.5 µM), for the others: top-dose activation, actives largely listed as activators. 260,000 tested, 0.34% active. purified PKM2, Kinase-Glo ATP luminescence, activation; response scale: 0% is enzyme alone, no compound. P14618; also: potency is read from the fitted curve at half-maximal effect; % is scaled to controls: 0 for no effect and ±100 for the full control effect; nearly all actives have a fitted effect of over 55% in size
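hPK-M2, >95% pure; 0.1 mM ADP / 0.5 mM PEP final; imidazole pH7.2 buffer w/ 7 mM MgCl2, 50 mM KCl; 1 h RT; Kinase-Glo lum. Intermediate enzyme activity for dual inhibitor/activator qHTS.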
hERG WT inh: inhibitors of human wildtype KCNH2 potassium channel | 340,000 tested, 0.37% active | activity change, % at 1.84 µM | AID 720551 | U2OS, BacMam KCNH2, thallium flux FluxOr; hits give low values;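 active = maximum activity change below -70%; inconclusive = maximum activity change between -70% and -50%; inactive = maximum activity change above -50%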; also: % is scaled to controls: 0 for no effect and ±100 for the full control effect
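U2OS cells transduced with wild-type KCNH2 virus are loaded with FluxOr dye for 45 min, and thallium flux is measured in kinetic reads before and after stimulation buffer. Rate constants are normalized to DMSO controls.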
TRPV1 agonist: human TRPV1 agonism. TRPV1-expressing cells, Fluo-8 calcium influx, agonist mode. 320,000 tested, 0.19% active. activation, % at 8.33 µM; in the data active = activation above about 80%; inconclusive = between about 30% and that limit; also: 0% is about no effect
Target sequence (Q8NER1 whole entry, looked up): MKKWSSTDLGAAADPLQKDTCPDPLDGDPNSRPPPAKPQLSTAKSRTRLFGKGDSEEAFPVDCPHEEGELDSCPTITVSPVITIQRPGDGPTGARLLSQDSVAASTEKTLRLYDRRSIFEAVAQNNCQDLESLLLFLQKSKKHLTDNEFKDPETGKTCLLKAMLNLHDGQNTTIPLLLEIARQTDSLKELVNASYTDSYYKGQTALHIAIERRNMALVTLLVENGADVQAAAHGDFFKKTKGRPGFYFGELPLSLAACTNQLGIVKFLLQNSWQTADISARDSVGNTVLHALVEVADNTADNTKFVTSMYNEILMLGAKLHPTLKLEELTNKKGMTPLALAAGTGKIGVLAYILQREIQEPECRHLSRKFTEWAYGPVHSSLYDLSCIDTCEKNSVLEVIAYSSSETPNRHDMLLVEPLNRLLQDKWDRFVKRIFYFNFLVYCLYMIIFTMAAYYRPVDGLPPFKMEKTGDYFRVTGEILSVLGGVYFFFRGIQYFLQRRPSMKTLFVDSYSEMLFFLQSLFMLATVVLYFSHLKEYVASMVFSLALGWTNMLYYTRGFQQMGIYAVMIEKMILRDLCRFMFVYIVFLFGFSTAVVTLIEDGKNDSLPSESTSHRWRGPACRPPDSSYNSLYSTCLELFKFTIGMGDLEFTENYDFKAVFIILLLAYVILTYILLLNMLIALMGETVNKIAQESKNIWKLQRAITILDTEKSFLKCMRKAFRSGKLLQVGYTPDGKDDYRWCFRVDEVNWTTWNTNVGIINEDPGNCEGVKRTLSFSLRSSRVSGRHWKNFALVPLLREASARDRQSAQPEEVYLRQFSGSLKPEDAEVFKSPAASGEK
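Fluo-8 calcium influx in TRPV1-expressing cells, kinetic read (ex 480/em 520 nm). Compound added and read 3 min for agonist activity, followed by capsaicin at EC20 final and 2 min further read for enhancement.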
KCNH2 3.1 inh: inhibitors of human KCNH2 3.1 potassium channel isoform | U2OS KCNH2 3.1, thallium flux FluxOr; hits give low values | activity change, % (tested at about 1.8 µM) | 340,000 tested, 0.95% active | AID 720553;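 active = maximum activity change below -70%; inconclusive = maximum activity change from -70% to -50%; inactive = maximum activity change above -50%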;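 also: thallium influx rate constant from kinetic fluorescence after stimulation buffer; % is scaled to controls: 0 for no effect and ±100 for the full control effect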
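Normalized rate constant (relative to positive and negative DMSO controls) derived from a 2 min kinetic fluorescence read after stimulation; U2OS cells expressing the 3.1 isoform via virus at 1.77 x 10^8 /mL.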
Menin MLL FP TR: inhibitors of human menin-MLL interaction, mutant MLL peptide; Potency, µM (top dose mostly 61.6 µM), inactives show at the highest dose FP activity change, negative = inhibition, usual class: inhibitors; O00255; Menin + Texas Red MLL mutant peptide, fluorescence polarization; AID 1768; 270,000 tested, 0.23% active; active = well fitted inhibition curve with a large enough effect in the polarisation, with a control signal flat, not every such curve was filed as active; inconclusive = small, poorly fitted or top-dose-only effect, or effect the other way, or a change in a side signal; inactive = no such curve, though single readings can be large or run the other way; the % refers to the polarisation; also: potency is read from the fitted curve at half-maximal effect; % of control where 0% means no effect; many of its hits are not listed in these tables
MLL CXXC-DNA inh: blocks binding of human MLL CXXC domain to DNA. 290,000 tested, 0.037% active. AID 2662. Q03164. MLL-CXXC / FITC-HOXA9 DNA fluorescence polarization. Potency, µM (highest dose often 115 µM), for the others: top-dose activity change, negative = inhibition, usual class: inhibitors; active = well fitted inhibition curve with a large enough effect in the polarisation, with a control signal flat, not every such curve was filed as active; inconclusive = small, poorly fitted or top-dose-only effect, or effect the other way, or a change in a side signal; inactive = no such curve, though single readings can be large or run the other way; the % refers to the polarisation; also: potency is read from the fitted curve at half-maximal effect
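Purified MLL-CXXC (added from a 7 uM solution) was preincubated 5 min at ambient with pinned compounds in 50 mM Tris-HCl pH 7.5, 50 mM NaCl, 1 mM DTT, 0.05% BSA. Fluorescein-labeled HOX-A9 DNA (50 nM solution) followed, 30 min, then polarization read.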
B2AR arrestin: beta2AR (human) beta-arrestin recruitment activity. P07550. beta-arrestin recruitment to beta2AR, cell-based reporter. Potency, µM (top dose mostly 46.1 µM), inactives show at the highest dose activation, hits mostly activators. 330,000 tested, 0.02% active;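 also: potency is read from the fitted curve at half-maximal effect; 0% = DMSO controls and full agonism = EC100 isoproterenol or metaproterenol; nearly all actives have a fitted effect of over 65% in size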
USP2a inh: USP2a (human) protease inhibition; Potency, µM (top dose mostly 38.3 µM), for the others: at the highest dose activity change, negative = inhibition, most hits filed as inhibitors; 330,000 tested, 0.01% active; USP2 core, Ub-CHOP2 coupled fluorogenic reporter, 485/531;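 also: potency is read from the fitted curve at half-maximal effect; plate controls were DMSO wells for no effect and full inhibition by NEM control for full effect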
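USP2 core (10nM final) preincubated 30min RT with compound in 20mM Tris-HCl pH 8.0, 2mM CaCl2, 2mM beta-mercaptoethanol, 0.05% CHAPS; 25nM Ub-CHOP2 plus 25nM reporter substrate added, fluorescence (Ex485/Em531) read after 60min.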
Giardia killer: Giardia lamblia killing; Giardia lamblia trophozoite viability; activity change, % at 7.66 µM, hits read low; 340,000 tested, 0.15% active; AID 540267; in the data active = activity change below about -80%; inconclusive = between about -30% and that limit;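 also: parasites exposed to compound for two days anaerobically before the ATP read; % is scaled to controls: 0 for no effect and ±100 for the full control effect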
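Luminescence from cellular ATP indicates surviving trophozoites (100 cells/well) following 48 hrs anaerobic compound treatment at 37 deg C; signal develops 15-30 min at room temperature.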
Coupling enz: inhibits coupling enzyme system, counter-screen for aldolase hits. 290,000 tested, 0.67% active. coupling enzyme system counterscreen, AmpLite Red fluorescence. activity change, negative = inhibition, % at 58.2 µM, hits read low; in the data active = activity change below about -30%; also: % is scaled to controls: 0 for no effect and ±100 for the full control effect
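Fluorescence at 525 nm excitation and 598 nm emission measured inhibition of the coupled detection system without aldolase. Compounds (at 57.5 uM final) were preincubated 10 min at room temperature with coupling enzyme reagent before a 20 min substrate/AmpLite Red step.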
GALK inhibitor: galactokinase (human) inhibition; P51570; Purified GALK, Kinase-Glo residual ATP luminescence; Potency, µM (series often up to 57.5 µM), inactives show at the highest dose activity change, negative = inhibition, usual class: inhibitors; 270,000 tested, 0.007% active; AID 1868; also: potency is read from the fitted curve at half-maximal effect; % is scaled to controls: 0 for no effect and ±100 for the full control effect
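Kinase-Glo Plus luminescence measured ATP left after a 1 h room-temperature reaction. The reaction used 5 nM GALK, 100 uM galactose and 35 uM ATP at pH 8.0 (20 mM HEPES, 5 mM MgCl2, 60 mM NaCl, 1 mM DTT, 0.01% BSA).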
* hit, by the source's call; ? = inconclusive; / = no result given; [ ] = remark or other dose. Unless noted, calls follow the shape of the dose curve; as a rule, active = well fitted curve in the direction sought with a large enough effect; inconclusive = small, poorly fitted or top-dose-only effect, or another doubt; inactive = no such curve, though single readings can be large; an effect the other way counts as inactive or inconclusive. This is a subset. The share of hits here may be higher or lower than overall.

SMILES	PKM2 act	hERG WT inh	TRPV1 agonist	KCNH2 3.1 inh	Menin MLL FP TR	MLL CXXC-DNA inh	B2AR arrestin	USP2a inh	Giardia killer	Coupling enz	GALK inhibitor
CCOC(=O)c1cc(C)sc1NC(=O)CSC1=NCCS1	0%	6	21	-8	-10%	-1%	0.3%	3%	-1	1	-3%
CCc1ccccc1NC(=O)c1cccc(N2C(=O)C3C4CCC(C4)C3C2=O)c1 (stereo unspecified)	2%	-1	3	0	?	-13%	0.4%	0%	16	1	4%
O=C(COc1ccccc1Cl)Nc1cc(Cl)ccc1Oc1ccccc1	-1%	5	-1	3	?	1%	0.1%	-1%	5	9	-1%
Cc1ccc(CCNS(=O)(=O)c2ccc3c(c2)NC(=O)C(C)C(=O)N3)cc1 (stereo unspecified)	-1%	-9	-1	-12	0%	/	-1.1%	0%	-3	1	/
Cc1nc(N=C(N)N)nc2ccccc12	-1%	-10	3	-5	-4%	7%	-0.1%	3%	9	0	-3%
CC(=O)N/C(=C\c1ccccc1)C(=O)OCC(=O)Nc1cc(S(=O)(=O)N(C)C)ccc1Cl	/	2	-3	-24	/	/	-0.2%	1%	-9	/	/
O=C(/C(=C/c1ccc(Cl)cc1)c1nc2ccccc2[nH]1)c1ccccc1	-3%	18	?	-23	?	10%	-0.3%	-1%	2	2	-6%
S=C(NCc1ccccc1Cl)NC1CCCC1	10%	-4	?	-6	-10%	-5%	-0.8%	3%	-3	1	0%
O=C(NCc1ccc(Cl)cc1)c1ncn[nH]1	0%	4	3	-1	-2%	-1%	0.0%	0%	-5	-1	0%
Cc1cc2c(c(=O)n1CCN(C)C)C(c1ccc(Br)cc1)C(C#N)=C(N)O2 (stereo unspecified)	-2%	15	5	-30	13%	-6%	-0.2%	1%	9	-2	2%
O=C(c1ccco1)N1CCN(C(=O)c2cccc3c2C(=O)N(Cc2cccnc2)C3)CC1	-15%	-1	-4	11	-3%	2%	0.1%	2%	-2	0	1%
O=C(CC1C(=O)NCCN1Cc1ccc(F)c(F)c1)NCCn1cccn1 (stereo unspecified)	-24%	1	5	-4	0%	-15%	-0.8%	1%	11	-3	4%
COc1ccc(CCNC(=O)C(=O)NCC2OCCN2S(=O)(=O)c2cc(F)ccc2F)cc1 (stereo unspecified)	-3%	8	3	-143*	-10%	/	12%	1%	-12	0	/
CN(CC(=O)NC(=O)NC1CCCCC1)CC(=O)Nc1ccc(Cl)cc1	/	-5	?	-6	/	/	-0.5%	-10%	17	/	/
CCCCOc1ccc(-c2nnn(CC(=O)NCCc3c[nH]c4ccccc34)n2)cc1	2%	-5	1	0	-19%	3%	-0.1%	3%	-1	-4	0%
Cc1cccc(-n2nnc(C(=O)NCc3ccccc3)c2N)c1	-11%	5	-2	-8	-7%	-5%	0.6%	1%	-9	-4	1%
N#Cc1nc(-c2ccc(F)cc2)oc1N1CCN(C(=O)c2ccco2)CC1	0%	-2	-9	-20	30%	?	-0.1%	0%	37[activator]	0	-4%
O=C(CNS(=O)(=O)c1cccc2nsnc12)NC1CCCCC1	-7%	-6	-3	1	0%	0%	0.0%	0%	-12	1	0%
CCC1(CC)NC(=O)N(CC(=O)Nc2ccc(C)cc2C)C1=O	/	4	/	9	/	/	-1.7%	2%	-10	/	/
Cn1c(CNC(=O)C2CCC(=O)N(CCc3cccc(F)c3)C2)nc2ccccc21 (stereo unspecified)	/	-3	3	1	13%	-4%	-0.1%	3%	9	-1	1%
Cc1ccc(/C(O)=C2\C(=O)C(=O)N(C)C2c2ccc(Br)cc2)cc1 (stereo unspecified)	-4%[11.5 µM]	2	2	-1	19%	-7%	-0.4%	0%	-29	10	4%
O=C(Nc1ccc2sccc2c1)c1cccc(N2C(=O)CCC2=O)c1	14%	9	4	-2	26%	-4%	-0.1%	1%	-5	-6	-1%
CCCn1c(CCC(=O)O)ccc1-c1cccs1	22%	10	-2	16	?	-11%	-0.9%	0%	12	-3	-1%
O=C(CCCOc1ccccc1)N1CCCc2ccccc21	-2%	0	27	9	-7%	1%	/	/	-2	7	4%
CN1CC2(C(=O)c3ccccc3)CN(C)CC(C(=O)c3ccccc3)(C1)C2	-3%	36	1	-15	-7%	-14%	0.3%	1%	8	1	3%

Only KCNH2 3.1 inh and Giardia killer, for some of the entries so far:
SMILES | KCNH2 3.1 inh | Giardia killer
Cc1ccc(CCNS(=O)(=O)c2ccc3c(c2)NC(=O)C(C)C(=O)N3)cc1 (stereo unspecified) | -12 | -3
Cc1nc(N=C(N)N)nc2ccccc12 | -5 | 9

Next entries.
SMILES	PKM2 act	hERG WT inh	TRPV1 agonist	KCNH2 3.1 inh	Menin MLL FP TR	MLL CXXC-DNA inh	B2AR arrestin	USP2a inh	Giardia killer	Coupling enz	GALK inhibitor
O=C(COc1ccccc1)NC(NC(=S)Nc1ccccc1C(=O)O)C(Cl)(Cl)Cl (stereo unspecified)	-1%	-2	-2	13	?	-30%	-0.8%	-3%	6	6	-19%
Cc1ccc(S(=O)(=O)Nc2cc(C)cn(Cc3ccc(F)cc3)c2=O)cc1	/	2	4	18	?	44%[activator]	0.3%	1%	8	-17	4%
COCC[N+]1(C)CCCCC1	-5%	-2	1	1	-9%	0%	0.0%	1%	-8	-1	15%
Cc1ccccc1CN(C)C(C)C(=O)Nc1ccccc1F (stereo unspecified)	1%	-2	19	11	?	-3%	-0.2%	-7%	24	1	0%
O=C(NCCCN1CCOCC1)c1ccccc1NS(=O)(=O)c1cc([N+](=O)[O-])ccc1Cl	-9%	5	3	1	-1%	19%	-0.1%	2%	-24	0	3%
O=C(/C=C/c1ccc(Cl)cc1)N(Cc1ccccc1)C1CCS(=O)(=O)C1 (stereo unspecified)	-5%	0	7	-75*	-6%	2%	-0.8%	0%	9	0	1%
Cc1[nH]cnc1C(=O)N/N=C/c1c(Cl)cccc1Cl	/	8	27	18	-12%	9%	0.3%	0%	-29	-1	20%
Cc1ccc(C(=O)CSC2=NC(N)=C(C#N)C3(CCCCC3)C2C(N)=O)cc1 (stereo unspecified)	10%	2	1	-9	-8%	1%	-1.1%	3%	5	-2	-2%
Cc1cccc(NS(=O)(=O)c2ccc(C)c(C(=O)NCc3ccccn3)c2)c1	/	-2	4	-8	/	/	-0.2%	1%	-17	/	/
O=C1CC(C(F)(F)C(F)(F)C(F)(F)C(F)(F)F)=Nc2ccccc2N1	-2%	-15	23	7	6%	7%	0.2%	4%	2	-2	-2%
Cc1oncc1-c1csc(-c2ccccc2Cl)n1	0%	2	27	5	-20%	42%[activator]	0.2%	-1%	0	-1	6%
C/C(=N\NC(=O)CN(c1ccccc1Br)S(C)(=O)=O)c1ccc2c(c1)OCCO2	9%	-3	1	/	-3%	-4%	-0.2%	-2%	2	0	0%
CC(CN1CCN(C)CC1)OC(=O)c1ccc(Cl)cc1 (stereo unspecified)	-2%	-7	-1	0	-2%	3%	0.5%	1%	26	0	-2%
Cc1nc2c3cnn(-c4ccc(C)c(C)c4)c3ncn2n1	-1%	-1	?	0	-14%	3%	4.0%	1%	-14	1	0%
O=c1[nH]c(=S)n(C2CCCCC2)c(O)c1C=NCCN1CCOCC1	-2%	1	9	11	/	-4%	-0.3%	1%	8	3	1%
CNC(=O)COC(=O)c1c2c(nc3ccccc13)CCC2	-3%	-14	/	-9	/	1%	-0.7%	2%	1	-1	-1%
CC(C)C(NC(=O)C(c1ccccc1)c1ccccc1)c1nc2ccccc2[nH]1 (stereo unspecified)	3%	-3	17	7	/	39%[activator]	-0.2%	1%	20	5	-1%
N=C(N)N1CCN(Cc2ccccc2)CC1	2%	/	-1	/	-12%	0%	0.4%	10%	/	1	1%
CC1CCCC(NC(=O)CC2Nc3ccccc3NC2=O)C1C (stereo unspecified)	-2%	7	2	19	1%	-2%	-0.5%	2%	-4	2	2%
Cc1c(C(=O)NCCSCc2ccccc2)cccc1[N+](=O)[O-]	-10%	4	?	-77*	1%	0%	-0.6%	-1%	9	-2	6%
COc1ccc(OCCNC(=O)/C=C/c2ccccc2)cc1	1%	-15	?	-23	-2%	?	0.6%	2%	38[activator]	-3	0%
COc1ccc(NC(=S)NC(=O)c2ccccc2Cl)cc1	1%	/	26	19	22%	11%	8.3%	-6%	26	1	-3%
COC(=O)[C@@H]1CCCN1C(=O)CCc1nnc(CCC2CCCCC2)o1	-1%	-29	1	/	-8%	3%	-0.4%	0%	13	1	-1%
